# Rtt109 HAT inh: C. albicans Rtt109 histone acetyltransferase inhibition; purified Rtt109/Vps75, ThioGlo CoA-SH fluorescence, 4 h; AID 540336; Q5AAJ8; hit rate 0.16% among 330,000; inhibition, % at 34.9 µM;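 active = inhibition of at least 50% in every replicate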
# Keap1-Nrf2 PPI: inhibitors of human Keap1-Nrf2 protein-protein interaction; Q14145; Keap1 Kelch-Nrf2 peptide fluorescence polarization, 1536-well; inhibition, % at 9.4 µM; hit rate 0.15% among 340,000; in the data active = inhibition above about 12%;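 also: human Keap1 Kelch domain with fluorescein labeled Nrf2 9mer peptide probe; 0% = neutral control wells and 100% = peptide positive control; higher means more block of Keap1 binding to Nrf2 peptide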
# LANA DNA inh: inhibitors of KSHV LANA C-terminal domain DNA binding | hit rate 0.078% among 340,000 | MBP-C-LANA/FAM-LBS DNA binding, fluorescence polarization | inhibition, % at 9 µM;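 active = highest replicate inhibition at or above 60% at 9 µM, even if other replicates fall short; inactive = all replicates below 60% inhibition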;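 also: 0% = neutral control wells and 100% = 4 µM acridine orange control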
# SUMO Mot1 rescue: inhibitors of SUMOylation pathway: yeast Mot1-301 growth rescue. S. cerevisiae Mot1-301 growth rescue, ATP luminescence, 38.5C; percent above DMSO median, 100 means doubled. growth rescue, % at 18.8 µM. hit rate 1% among 320,000. AID 2716;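 active = every valid replicate shows activation above 250% relative to neutral control wells; inactive = the rest, any valid replicate at or below 250%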;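 also: OY570 slx delta 5 strain wells were the positive control but not used for scaling; some compounds called inactive have numbers as strong as hits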
# dFosB activator: mouse delta FosB homodimer activation; P13346; purified delta FosB, TAMRA-CDK5 oligo fluorescence polarization; percent of positive-control signal above neutral wells; activation, % at 25 µM; hit rate 0.99% among 340,000;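 active = mean activation above about 17%, with every replicate also reaching it, limit read from the data, passing the limit was not always enough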;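 also: fluorescence polarization rise as delta FosB binds a TAMRA Cdk5 AP-1 oligo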
# Target sequence (P13346 whole entry, looked up): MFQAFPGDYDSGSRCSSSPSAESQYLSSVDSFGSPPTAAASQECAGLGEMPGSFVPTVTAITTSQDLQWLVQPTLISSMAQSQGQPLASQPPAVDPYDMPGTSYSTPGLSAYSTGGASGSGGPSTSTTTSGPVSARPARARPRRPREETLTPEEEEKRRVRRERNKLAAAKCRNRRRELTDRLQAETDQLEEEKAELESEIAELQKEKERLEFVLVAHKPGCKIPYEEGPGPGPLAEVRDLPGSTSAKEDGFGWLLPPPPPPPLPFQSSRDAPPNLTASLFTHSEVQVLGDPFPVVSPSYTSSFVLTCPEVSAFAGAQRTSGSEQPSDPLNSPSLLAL
# NSD2 inh: blocks human histone methyltransferase NSD2; O96028; NSD2 peptide methylation, AlphaScreen, 120 min; inhibition, % at 12.5 µM; hit rate 0.54% among 310,000; AID 743445; in the data active = inhibition above about 50%
# Cardiac RTF inh: cardiac RTF calcium desensitization | P19429+P45379 | IANBD-labeled cardiac RTF, Ca2+ fluorescence | hit rate 0.12% among 340,000 | inhibition, % at 7.15 µM;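 active = inhibition above the mean inhibition of all tested compounds plus 3 SD, cut at about 17% in these data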;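 also: assay run at fixed EC70 calcium of 1.6 mM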
# PvdQ acylase: P. aeruginosa PvdQ acylase inhibition | purified PvdQ acylase, fluorescence plate reader | AID 488965 | hit rate 0.063% among 340,000 | inhibition, % at 10 µM; in the data active = inhibition above about 30%, passing the limit was not always enough;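 also: 0% = vehicle neutral wells and 100% = reference inhibitor wells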
# cardiac RTF act: cardiac RTF calcium sensitization | hit rate 0.24% among 340,000 | P19429+P45379 | IANBD-labeled TnC RTF fluorescence at EC20 calcium; 0% EC20 calcium, 100% full calcium | AID 493008 | activation, % at 7.2 µM;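 active = activation above the mean over all tested compounds plus 3 SD, cut at about 30% in these data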;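 also: rise in fluorescence read as greater calcium sensitivity of cardiac thin filaments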
# PfHsp90 set2: reduces growth (ATP signal) of yeast expressing P. falciparum Hsp90; S. cerevisiae expressing PfHsp90, BacTiter-Glo ATP, 48 h; yeast lacking PDR1 and PDR3 efflux regulators; inhibition, % at 9.4 µM; hit rate 0.32% among 310,000;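 active = every replicate shows inhibition above about 80%, whatever the replicate mean, limit read from the data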;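 also: 0% = DMSO neutral controls and 100% = 20 µM radicicol positive controls; yeast relying on Plasmodium falciparum Hsp90 in place of its own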
# CDK5 inh: CDK5/p35 (human) kinase inhibition; Q00535+Q15078; Recombinant CDK5/p35, ADP-Glo luminescence, 60 min; hit rate 0.01% among 330,000; inhibition, % at 10 µM; AID 488839;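 active = highest replicate inhibition of at least 50% and at least 75% of replicates reaching 50%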;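 also: plate controls were DMSO neutral control for no effect and GW8510 at 10 µM for full effect; many of its hits are not listed in these tables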
# Target sequence (Q00535 whole entry, looked up): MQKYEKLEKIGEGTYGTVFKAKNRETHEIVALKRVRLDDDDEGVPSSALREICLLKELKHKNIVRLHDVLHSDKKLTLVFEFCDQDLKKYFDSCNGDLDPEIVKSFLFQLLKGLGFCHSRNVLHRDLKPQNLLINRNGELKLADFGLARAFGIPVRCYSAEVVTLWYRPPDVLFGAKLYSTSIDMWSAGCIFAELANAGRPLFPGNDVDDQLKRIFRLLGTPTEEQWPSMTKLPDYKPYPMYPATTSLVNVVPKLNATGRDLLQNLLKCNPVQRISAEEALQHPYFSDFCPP
# Target sequence (Q15078 whole entry, looked up): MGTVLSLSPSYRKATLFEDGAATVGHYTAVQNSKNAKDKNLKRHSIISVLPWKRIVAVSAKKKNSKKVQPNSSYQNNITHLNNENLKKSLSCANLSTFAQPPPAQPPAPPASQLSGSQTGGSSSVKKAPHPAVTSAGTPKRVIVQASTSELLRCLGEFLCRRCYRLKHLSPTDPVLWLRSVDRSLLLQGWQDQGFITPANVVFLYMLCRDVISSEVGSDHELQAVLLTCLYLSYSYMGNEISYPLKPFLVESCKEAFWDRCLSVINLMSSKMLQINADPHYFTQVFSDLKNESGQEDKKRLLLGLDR
# The depositor's hits bear a star; x = no result given.
SMILES,Rtt109 HAT inh,Keap1-Nrf2 PPI,LANA DNA inh,SUMO Mot1 rescue,dFosB activator,NSD2 inh,Cardiac RTF inh,PvdQ acylase,cardiac RTF act,PfHsp90 set2,CDK5 inh
Cc1ccc2c(c1)NC(=O)C(CC(=O)NCCCN1CCN(c3cc(Cl)ccc3C)CC1)O2 (centres undefined),5,6,-0.7,3,-6,x,-16,2,-2,11,2.1
CC(NC(=O)c1ccccc1)C(=O)NC1CCCc2ccccc21 (centres undefined),-2,2,-1.7,x,-4,-2,-1,6,-1,2,1.4
CNC(=O)C1CC(=O)N(c2ccc(C)cc2)C1 (centres undefined),25,1,-1.6,114,1,7,-10,4,0,7,1.7
COc1ccccc1NC(=O)C1C2CCCCC21 (centres undefined),x,-5,1.1,33,5,-2,6,3,6,-24,-1.6
CN(CC(=O)N1CCN(c2cccc(Cl)c2)CC1)S(=O)(=O)c1cnc[nH]1,0,0,0.2,36,4,-1,7,-19,-7,4,-2.0
COc1cc(/C=C2\C(=N)N3N=CSC3=NC2=O)ccc1OS(=O)(=O)c1ccccc1,6,-6,-1.6,32,0,11,2,-22,0,-10,-3.2
CC1(C)NC(=O)N(c2ccccc2Cl)C1(C)NO (centres undefined),0,9,0.5,16,-1,-1,-12,-17,11,x,0.3
Cc1ccc(Oc2ccc(NC(=O)CCC(=O)OCC(=O)c3cccs3)cc2)cc1C,-7,1,-0.4,-15,6,0,-5,5,5,61,-0.6
CCCc1nnc(NC(=O)CCC(=O)Nc2ccc(Br)cc2)s1,6,-1,0.9,66,6,0,4,8,-7,2,1.5
O=C(CC(NCc1ccccn1)C(=O)O)Nc1ccccc1Cl (centres undefined),7,-9,-1.4,280,-9,x,-12,-29,9,25,-7.1
O=C(CNCC1CCCO1)Nc1ccccc1N1CCOCC1 (centres undefined),-2,1,-1.2,-15,1,x,-1,1,3,1,2.3
CC(Oc1ccc(Br)cc1)C(=O)N1CCc2ccccc21 (centres undefined),-2,-4,-0.1,6,-5,7,2,-4,-4,19,-2.4
Cc1nn(-c2ccccc2)c(Cl)c1/C=C/C(=O)c1ccccc1,-2,-3,0.5,6,-6,7,-6,6,-5,-16,-1.7
O=C(CCSc1ccccc1)Nc1nc2c(s1)COc1ccccc1-2,2,-8,-1.0,-14,-11,x,-2,4,-3,-14,4.0
CC(C)(C)OC(=O)N1CCNc2ccccc2C1,-2,-5,-2.3,4,-8,0,1,-11,-4,14,-1.7
Cc1ccc(-c2nnn(C(C)C(=O)N3c4ccccc4CCc4ccccc43)n2)cc1 (centres undefined),-5,0,-0.9,-10,-8,x,-1,-6,-2,-36,2.8
Cn1c(CNC(=O)c2ccccc2)nnc1SCC(=O)N1CCN(c2ccccc2)CC1,-3,0,0.6,74,-1,-5,0,3,-13,-5,-0.3
O=C(COC(=O)c1cc(Cl)ccc1O)NCCNC(=O)COC(=O)c1cc(Cl)ccc1O,-3,1,-0.5,4,4,x,-8,2,1,-4,-0.4
CC1CCCCN1CCNC(=O)c1ccc2c(c1)N(Cc1cccc(Cl)c1)C(=O)c1ccccc1S2=O (centres undefined),7,3,-1.2,1,4,3,5,1,-2,6,1.3
COC(=O)c1cc(OC)c(OC)cc1NCC(=O)Nc1cccc(C(F)(F)F)c1,4,2,-0.5,411,1,8,-1,5,-10,-2,1.1
COc1ccc(C(=O)NCCNc2ncc(C(F)(F)F)cc2Cl)cc1[N+](=O)[O-],0,-2,0.7,-9,-4,3,0,-15,-2,-7,-0.8
CC(C)(C)c1cc(NC(=O)COC(=O)C2CC2)n(-c2ccccc2)n1,-8,-4,-0.5,-5,7,-1,-8,-14,3,8,0.4
Cc1ccc(S(=O)(=O)n2cnc3ccccc32)cc1,-9,2,-1.4,0,-4,-1,4,-1,-2,-1,-0.5
N#CC1(CCCN2CCCCC2)c2ccccc2CCc2ccccc21,14,4,2.1,36,-5,9,-8,-7,-1,1,0.1
COCCNC(=O)c1cccc(OC2CCN(Cc3ccccc3OCCO)CC2)c1,-8,-7,-0.3,-5,-5,x,-21,-16,5,-22,0.4

# Reprinted from the part before: three entries, then new ones.
SMILES,Rtt109 HAT inh,Keap1-Nrf2 PPI,LANA DNA inh,SUMO Mot1 rescue,dFosB activator,NSD2 inh,Cardiac RTF inh,PvdQ acylase,cardiac RTF act,PfHsp90 set2,CDK5 inh
Cc1ccc(S(=O)(=O)n2cnc3ccccc32)cc1,-9,2,-1.4,0,-4,-1,4,-1,-2,-1,-0.5
N#CC1(CCCN2CCCCC2)c2ccccc2CCc2ccccc21,14,4,2.1,36,-5,9,-8,-7,-1,1,0.1
COCCNC(=O)c1cccc(OC2CCN(Cc3ccccc3OCCO)CC2)c1,-8,-7,-0.3,-5,-5,x,-21,-16,5,-22,0.4
COc1ccccc1C(=O)Nc1c(C(=O)N(CCN(C)C)Cc2ccco2)oc2ccccc12,21,3,-0.2,-10,-2,11,-1,-7,-8,1,2.5
c1ccc(-n2c(-c3cccs3)nc3nc4ccccc4nc32)cc1,-5,1,0.3,-5,-7,0,-4,-19,8,-36,1.4
N#Cc1c(NC(=O)/C=C/c2ccco2)sc2c1CCCC2,-2,-2,-0.8,115,-15,36,-10,-8,-4,-90,-0.1
COc1cccc(CN(C)Cc2nc3cc(C(F)(F)F)ccc3c(=O)[nH]2)c1,-4,-5,-0.4,x,-3,0,-8,12,-2,-6,-1.1
Cc1ccc(C)c(NC(=S)N(Cc2ccco2)C(C)c2cccs2)c1 (centres undefined),0,-3,3.3,2,-5,-5,0,-7,6,-2,0.6
CN(CC(=O)NCCc1ccc(S(N)(=O)=O)cc1)c1ccccc1,-1,1,-0.5,23,11,1,4,-2,-7,13,2.2
COc1ccccc1CNS(=O)(=O)c1c(C(=O)N2CCCCC2)c(C)n(C)c1C,-6,3,-1.0,13,-2,2,-6,-4,-7,-5,0.3
COc1ccccc1CNC(=O)CCNS(=O)(=O)c1cccc2nonc12,-6,-1,1.2,7,-9,-3,-26,-12,0,8,2.9
Nc1ccccc1C(=O)NC(=O)Nc1ccc(Oc2ncc(Br)cn2)c(Cl)c1,2,4,2.4,x,-16,x,-5,-11,-2,-27,-0.5
COc1ccc(CCNC(=O)CS(=O)Cc2nc(-c3ccccc3Cl)oc2C)cc1OC (centres undefined),8,-2,-0.9,-5,1,9,-1,8,-5,0,-2.4
O=C(NCCCNc1ccc(C(F)(F)F)cc1[N+](=O)[O-])c1cc(F)c(F)cc1Cl,-6,-7,-1.1,179,-1,1,-2,-7,-2,-4,-1.4
Oc1ccc(N2CCN(C(=S)NCCc3ccccc3)CC2)cc1,3,2,-0.4,74,-1,-1,3,5,-2,-2,-0.6
Cc1nc(SCC(O)CCl)c([N+](=O)[O-])[nH]1 (centres undefined),6,-1,0.3,86,0,-1,5,-4,-2,-13,1.0
O=C(COC(=O)/C=C/c1ccc(F)cc1)NC1CCCC1,1,-2,-1.5,x,-5,-1,-17,-6,-3,x,0.2
C[C@@H]1CN(S(=O)C(C)(C)C)[C@H](CCO)/C1=C\c1ccccc1 (some centres undefined),-2,-4,3.3,x,3,x,1,-11,1,-6,-0.1
CCCSc1ccc([C@@H]2[C@@H]3C(=O)N(C)C(=O)[C@@H]3[C@]3(C(=O)OC)CCCCN23)cc1OC,7,-5,-1.7,11,1,x,3,-7,-1,13,-0.6
CCc1cc2c(=O)n(CC(=O)NCCc3ccc(OC)c(OC)c3)cnc2s1,-4,-3,-1.6,12,-6,-4,-5,-6,12,49,-1.4
CN(C(=O)C1CCC(=O)N(CCc2ccc(Cl)cc2)C1)C1CCOCC1 (centres undefined),1,1,-1.6,90,2,-3,-2,-2,-6,-6,2.7
S=C(N/N=C/c1ccc2ncccc2c1)Nc1cccnc1,-3,-1,-0.6,2,-12,0,-3,-6,8,2,0.8
COc1ccc(-n2nc3c(c2NC(=O)c2cc(Br)ccc2Cl)CS(=O)C3)cc1 (centres undefined),5,-3,-1.3,-4,-18,x,-4,-7,-2,0,-1.0
O=C(NCCCCCCNC(=O)N1CCCCCC1)N1CCCCCC1,-2,0,0.7,1,-11,-4,-12,-10,10,-13,0.0
COCCN1C(=O)c2ccccc2C(C(=O)NCc2ccco2)C1c1c[nH]c2ccccc12 (centres undefined),-2,-4,2.9,-3,-9,3,-5,-8,2,14,-1.3
CCN(Cc1ccc(C#CCCO)cc1)CC1CCCN(CCc2cccc(F)c2)C1 (centres undefined),1,-8,-0.8,-12,-8,26,-2,-12,5,-40,-2.5
Cc1cc(C)cc(NC(=O)c2sc3nc(C)cc(C)c3c2N)c1,0,2,-3.9,20,-6,13,-3,-2,-4,26,0.6
CCN(CC)S(=O)(=O)c1ccc(OC(C)C)c(NC(=O)C2=COCCO2)c1,-4,-5,-1.3,-11,-14,-3,7,-4,1,x,-1.5
SMILES,Rtt109 HAT inh,Keap1-Nrf2 PPI,LANA DNA inh,SUMO Mot1 rescue,dFosB activator,NSD2 inh,Cardiac RTF inh,PvdQ acylase,cardiac RTF act,PfHsp90 set2,CDK5 inh
O=S(=O)(NC1=NCCCCC1)c1ccc(F)cc1,25,-3,-2.9,-31,2,-2,2,5,0,17,6.8
O=C(O)C1CCC(=O)N1Cc1ccc(F)cc1 (centres undefined),6,-4,-1.6,1,-6,-2,0,-15,0,-17,-1.1
C=CCSC1=NNC(c2ccc(C(C)(C)C)cc2)=NN1,-3,-4,0.5,6,-1,-1,-7,-15,2,-11,-2.0
Cc1c(N=C/C=C/c2ccccc2)cnn1C,0,-4,0.2,-11,6,x,-5,-20,-1,17,-1.0
O=C(NC(=S)N(CC1CCC1)CC1CCCO1)c1cccc([N+](=O)[O-])c1 (centres undefined),0,1,0.1,2,5,-2,-3,-8,2,-6,-0.7
CCOc1ccccc1NC(=O)C(NCCN(C)C)c1ccccc1 (centres undefined),-35,1,-0.9,-1,3,2,-11,-8,-3,10,1.2
COCC(=O)N1CCC2CC1c1c(-c3ccc(C(F)(F)F)cc3)cccc12 (centres undefined),-6,-6,-0.2,x,-3,x,0,12,-3,-25,0.8
COCCCn1nnnc1SCC(=O)N1CCN(C(=O)c2ccco2)CC1,-5,-2,-1.3,-4,-8,-5,-8,-7,-3,-12,0.5
Cn1c(SCC#N)nnc1-c1ccc2c(c1)OCO2,-9,6,1.1,-13,3,-1,0,-5,-7,x,0.3
COc1cc(S(=O)(=O)NCc2ccccc2)ccc1F,-9,-2,-0.9,25,-1,-1,-5,3,-3,7,-2.1
Cc1ccc(-c2nn(C)c(=O)c3ccccc23)cc1CNC(=O)/C=C/c1ccccc1,-1,1,0.3,0,-8,2,-7,0,3,x,-0.6
Cc1ccc(-n2nc3c(=O)n(C(C)C(=O)NCc4ccc(Cl)cc4)nc(C)c3c2C)cc1 (centres undefined),19,0,0.4,-2,-5,2,-4,-11,-2,-5,2.9
Cc1ccc(-c2nn(-c3ccccc3)cc2C(N)=O)o1,-6,4,-0.3,-10,-2,-1,-17,-5,3,34,-1.3
COc1ccc(OC)c(NC(=O)CSc2nnnn2-c2ccccc2F)c1,6,-5,2.5,-2,-2,-3,3,-7,5,29,1.2

# Screening results: PubChem, several laboratories
